Screens (PubChem BioAssay)
TcdB inh: TcdB glycohydrolase inhibition; AID 652162; inhibition, % at 9.99 µM; P18177; TcdB glycohydrolase enzymatic assay, plate reader; actives 0.24% (n = 350,000); in the data active means inhibition above about 10%
Starred values were filed as active, the others as inactive; & = joins results of further samples. Only part of the results is shown, so the mix of outcomes need not match the whole.

SMILES	TcdB inh
C#Cc1ccc([C@H]2C=C(C(=O)O)O[C@@H](OCC)[C@@H]2CCCO)cc1	-1.2
O=C1CN(S(=O)(=O)Cc2ccccc2)C[C@H]2[C@H](c3ccc(C#Cc4cccc(F)c4)cc3)[C@H](CO)N12	-0.9
O=C(NCC[C@H]1CC[C@@H](NC(=O)C2CCCC2)[C@@H](CO)O1)c1cnccn1	-0.3
Cc1ccc(S(=O)(=O)Nc2cccc3c2O[C@H](CN(C)Cc2ccc(C(=O)O)cc2)[C@H](C)CN([C@H](C)CO)C3=O)cc1	0.1
CCCNC(=O)C[C@H]1CC[C@@H]2[C@H](COc3ccc(NC(=O)c4ccc(Cl)cc4)cc3C(=O)N2C)O1	15*
C[C@@H]1CN([C@H](C)CO)C(=O)c2cc(C#CCC3CCCC3)cnc2O[C@H]1CN(C)CC1CCOCC1	1.1
CC(=O)N1CC[C@@H]2[C@H](CO)Nc3ccc(-c4ccc(F)cc4)cc3[C@@H]21	0.1
COc1ccc(NC(=O)Nc2ccc3c(c2)C(=O)N([C@@H](C)CO)C[C@H](C)[C@H](CN(C)S(=O)(=O)c2ccccc2)OCCCC[C@@H](C)O3)cc1	-0.3
CCCN(C)C[C@@H]1Oc2cc(C#Cc3ccc(OC)cc3)ccc2S(=O)(=O)N([C@@H](C)CO)C[C@@H]1C	-1.1
CN1CCCCN2[C@H](CO)[C@@H](c3ccc(C#CC4(O)CCCC4)cc3)[C@H]2C1	0.5
CCCN(C)C[C@H]1OCCCC[C@@H](C)Oc2ccc(NS(=O)(=O)c3ccccc3)cc2C(=O)N([C@@H](C)CO)C[C@H]1C	0.0
CCCNC(=O)C[C@H]1CC[C@H]2[C@@H](COc3ccc(NC(=O)c4ccc5c(c4)OCO5)cc3C(=O)N2C)O1	1.1

Three entries out of the list, arranged by molecular weight, ascending:
SMILES	TcdB inh
C#Cc1ccc([C@H]2C=C(C(=O)O)O[C@@H](OCC)[C@@H]2CCCO)cc1	-1.2
CN1CCCCN2[C@H](CO)[C@@H](c3ccc(C#CC4(O)CCCC4)cc3)[C@H]2C1	0.5
C[C@@H]1CN([C@H](C)CO)C(=O)c2cc(C#CCC3CCCC3)cnc2O[C@H]1CN(C)CC1CCOCC1	1.1

New compounds follow:
SMILES	TcdB inh
CC(C)NC(=O)Nc1ccc2c(c1)C(=O)N([C@@H](C)CO)C[C@@H](C)[C@@H](CN(C)C(=O)CCC(F)(F)F)OCCCC[C@H](C)O2	1.0
COc1ccc(S(=O)(=O)N(C)C[C@H]2OCCCC[C@H](C)Oc3ccc(NC(=O)c4ccccc4)cc3C(=O)N([C@@H](C)CO)C[C@H]2C)cc1	0.8
COCC(=O)N1CC(=O)N2[C@@H](CO)[C@H](c3ccc(-c4ccccc4F)cc3)[C@@H]2C1	-0.7
O=C(C[C@H]1CC[C@@H](NC(=O)Nc2ccccc2F)[C@@H](CO)O1)NCc1ccc(-c2ccccc2)cc1	0.9
CN(C)CC(=O)N[C@@H]1CC[C@@H](CCn2cc(C3CC3)nn2)O[C@H]1CO	-0.6
CC(C)NC(=O)Nc1ccc2c(c1)C(=O)N(C)[C@@H]1CC[C@H](CC(=O)Nc3ccccc3)O[C@@H]1CO2	0.4
C[C@H]1CN([C@@H](C)CO)C(=O)c2cc(NS(=O)(=O)c3ccc(Cl)cc3)ccc2O[C@H]1CN(C)C(=O)Nc1cccc2ccccc12	-2.7
COCC(=O)N1CCC2(CC1)CN(Cc1nccs1)[C@H](CO)c1c2c2ccc(OC)cc2n1C	-2.6
COc1ccccc1NC(=O)N1CCCCN2[C@H](CO)[C@H](c3ccc(-c4cccc(C)c4)cc3)[C@H]2C1	0.0
CCNC(=O)C[C@H]1C=C[C@@H](NS(=O)(=O)c2ccc(C)cc2)[C@H](CO)O1	0.4
COCCNC(=O)C[C@H]1C[C@H]2c3cc(NC(=O)COC)ccc3O[C@H]2[C@H](CO)O1	-1.4
O=C(N[C@@H]1CC[C@@H](CCn2cc(C3(O)CCCC3)nn2)O[C@H]1CO)C1CC1	-0.2
C[C@@H]1CN([C@@H](C)CO)C(=O)c2cc(NC(=O)c3ccncc3)ccc2O[C@@H](C)CCCCO[C@H]1CN(C)C(=O)c1ccncc1	-0.5
CC(C)NC(=O)N[C@@H]1CC[C@@H](CCn2cc(-c3ccc(F)cc3)nn2)O[C@@H]1CO	0.2
CN1[C@@H]2c3ccc(-c4cccnc4)c(=O)n3C[C@@H]2[C@@H](CO)[C@@H]1C(=O)NC1Cc2ccccc2C1	-6.4
C[C@H](CO)N1C[C@H](C)[C@H](CN(C)CC2CCCCC2)Oc2c(NC(=O)C3CC3)cccc2C1=O	1.3
C[C@@H]1CN([C@H](C)CO)C(=O)c2cc(NC(=O)c3ccncc3)ccc2O[C@H]1CN(C)Cc1ccncc1	1.0
CC(C)NC(=O)Nc1ccc2c(c1)C(=O)N([C@H](C)CO)C[C@H](C)[C@H](CN(C)S(=O)(=O)c1ccccc1)OCCCC[C@H](C)O2	0.1
COc1ccc(CN(C)C[C@H]2Oc3ccc(NC(=O)Nc4ccccc4)cc3CC(=O)N([C@H](C)CO)C[C@@H]2C)cc1	0.5
C[C@@H]1CN([C@@H](C)CO)S(=O)(=O)c2ccc(C#CC(C)(C)O)cc2O[C@H]1CN(C)Cc1ccc(F)cc1	0.3
CC(=O)N1CC2(C1)[C@@H](c1ccccc1)[C@H](CO)N2Cc1cccc(Cl)c1	-0.1
O=C(C[C@@H]1CC[C@H]2[C@@H](COC[C@H](O)CN2S(=O)(=O)c2ccc(F)cc2)O1)NCc1ccc(Cl)c(Cl)c1	-0.4
CNC(=O)C[C@@H]1CC[C@@H]2[C@H](COC[C@@H](O)CN2S(=O)(=O)c2ccccc2Cl)O1	-0.3
CS(=O)(=O)N1[C@H](C#N)[C@@H](c2ccc(C#CC3CCCCC3)cc2)[C@@H]1CO	-0.1
Cc1ccccc1S(=O)(=O)N1C[C@@H](O)COC[C@@H]2O[C@H](CC(=O)N3CCOCC3)CC[C@H]21	-0.6
CO[C@@H]1CN(C)C(=O)c2cc(NS(=O)(=O)c3ccccc3C)ccc2OC[C@H](C)N(C)C[C@@H]1C	0.7
CN(C)C(=O)C[C@H]1CC[C@@H]2[C@H](COC[C@@H](O)CN2CC2CCCC2)O1	-3.7
CN(C)Cc1cn(CC[C@@H]2CC[C@H](NS(=O)(=O)c3ccccc3)[C@H](CO)O2)nn1	0.4
COc1ccc(C#Cc2ccc([C@@H]3[C@@H](CO)N4C(=O)CN(C(=O)c5ccncc5)C[C@H]34)cc2)cc1	-0.4
COc1ccc(NC(=O)Nc2ccc3c(c2)[C@H]2C[C@@H](CC(=O)N4CCCCC4)O[C@H](CO)[C@H]2O3)cc1	-0.1
CO[C@@H]1CN(C)C(=O)c2ccc(NC(=O)C3CC3)cc2OC[C@@H](C)N(CCc2ccccc2)C[C@@H]1C	-2.9
CCc1sc(N2[C@H](C#N)[C@H](c3ccccc3-c3cccc(F)c3)[C@H]2CO)nc1C	-0.5
COCC#Cc1ccc2c(c1)O[C@H](CN(C)S(=O)(=O)c1ccc(OC)cc1)[C@H](C)CN([C@H](C)CO)S2(=O)=O	0.5
CCCNC(=O)N1C[C@@H](O)COC[C@@H]2O[C@H](CC(=O)NCc3ccc(Cl)c(Cl)c3)CC[C@H]21	0.9
CN1CCN(C(=O)C[C@H]2CC[C@H]3[C@@H](COc4ccc(NC(=O)C5CCOCC5)cc4C(=O)N3C)O2)CC1	-0.7
CCCNC(=O)Nc1ccc2c(c1)C(=O)N(C)C[C@H](OC)[C@H](C)CN[C@@H](C)CO2	-7.7
O=C([C@H]1[C@H](CO)[C@H]2Cn3c(ccc(-c4cncnc4)c3=O)[C@H]2N1C(=O)C1CCC1)N1CCCCC1	0.9
COC(=O)[C@@]1(CCC(=O)OC(C)(C)C)N=C(c2ccc(OCCCO)cc2)O[C@H]1c1ccccc1	1.4
CCCNC(=O)Nc1ccc2c(c1)OC[C@H](C)N(Cc1cncnc1)C[C@H](C)[C@H](OC)CN(C)C2=O	0.9
O=C(C[C@H]1C[C@H]2c3cc(NS(=O)(=O)c4ccc(F)cc4)ccc3O[C@H]2[C@H](CO)O1)NC1CCCC1	0.8
C[C@@H]1CN([C@H](C)CO)C(=O)c2cccc(NC(=O)Nc3ccc(C(F)(F)F)cc3)c2O[C@@H]1CN(C)S(C)(=O)=O	1.9
COc1ccc(S(=O)(=O)N(C)C[C@H]2OCCCC[C@@H](C)Oc3ccc(NC(=O)Nc4ccc(C(F)(F)F)cc4)cc3C(=O)N([C@H](C)CO)C[C@@H]2C)cc1	-1.7
CO[C@H]1CN(C)C(=O)c2ccc(NS(C)(=O)=O)cc2OC[C@@H](C)N(CC2CC2)C[C@@H]1C	-1.0
COc1ccc(C(=O)Nc2ccc3c(c2)OC[C@H](C)N(C(C)=O)C[C@H](C)[C@H](OC)CN(C)C3=O)cc1	-0.5
Cc1ccc(S(=O)(=O)Nc2ccc3c(c2)C(=O)N([C@@H](C)CO)C[C@@H](C)[C@H](CN(C)C(=O)CCCN(C)C)OCCCC[C@H](C)O3)cc1	0.6
COc1cccc(C(=O)Nc2ccc3c(c2)OC[C@H](C)N(C(=O)C2CCCC2)C[C@H](C)[C@H](OC)CN(C)C3=O)c1	0.1
C/C=C/c1ccc([C@H]2[C@@H](CO)N3C(=O)CN(C(=O)c4ccncc4)C[C@@H]23)cc1	0.8
C[C@H](CO)N1C[C@H](C)[C@H](CN(C)S(C)(=O)=O)Oc2ccc(NC(=O)Cc3cn(C)c4ccccc34)cc2C1=O	-1.4
CC(C)CC#Cc1cnc2c(c1)C(=O)N([C@@H](C)CO)C[C@@H](C)[C@@H](CN(C)C(=O)Cc1ccccc1)O2	0.8
Cc1ccccc1S(=O)(=O)N1[C@H](C#N)[C@H](c2ccc(-c3ccc(F)cc3)cc2)[C@@H]1CO	-1.3
O=S(=O)(N[C@@H]1CC[C@H](CCn2cc(Cc3ccccc3)nn2)O[C@@H]1CO)c1ccccc1F	0.0
CO[C@H]1CN(C)C(=O)c2cc(NC(C)=O)ccc2OC[C@H](C)N(Cc2ccccn2)C[C@@H]1C	-1.4
C[C@H](CO)N1C[C@H](C)[C@@H](CN(C)Cc2ccc(C(F)(F)F)cc2)Oc2ccc(NC(=O)CCN3CCOCC3)cc2CC1=O	-0.8
C/C=C/c1ccc([C@H]2[C@H](CO)N3C(=O)CN(C(=O)c4ccc(F)cc4)C[C@@H]23)cc1	0.5
COCC(=O)Nc1ccc2c(c1)OC[C@@H](C)N(C(=O)CC1CC1)C[C@@H](C)[C@@H](OC)CN(C)C2=O	-1.9
C[C@H](CO)N1C[C@H](C)[C@H](CN(C)S(=O)(=O)c2ccccc2)OCCCC[C@H](C)Oc2ccc(NC(=O)NC3CCCCC3)cc2C1=O	-0.8
C[C@H](CO)N1C[C@H](C)[C@H](CN(C)S(=O)(=O)c2ccccc2)OCCCC[C@H](C)Oc2ccc(NC(=O)Nc3cccc4ccccc34)cc2C1=O	-0.5
C[C@H]1CN([C@@H](C)CO)C(=O)c2ccccc2-c2ccccc2CO[C@H]1CN(C)S(=O)(=O)c1cccc(C#N)c1	-2.1
C[C@@H]1CCCCO[C@H](CN(C)S(=O)(=O)c2ccccc2)[C@@H](C)CN([C@@H](C)CO)C(=O)c2cc(NC(=O)CCCN(C)C)ccc2O1	0.9
C/C=C/c1ccc([C@@H]2[C@@H](CO)N(C(=O)C3CCC3)C23CN(C(=O)NC(C)C)C3)cc1	0.8

Reprinted at random: 3 compounds from above.
SMILES	TcdB inh
CNC(=O)C[C@@H]1CC[C@@H]2[C@H](COC[C@@H](O)CN2S(=O)(=O)c2ccccc2Cl)O1	-0.3
C/C=C/c1ccc([C@H]2[C@@H](CO)N3C(=O)CN(C(=O)c4ccncc4)C[C@@H]23)cc1	0.8
CN(C)C(=O)C[C@H]1CC[C@@H]2[C@H](COC[C@@H](O)CN2CC2CCCC2)O1	-3.7

The list goes on.
SMILES	TcdB inh
C[C@@H]1CCCCO[C@@H](CN(C)S(=O)(=O)c2ccccc2)[C@@H](C)CN([C@@H](C)CO)C(=O)c2cc(NS(=O)(=O)c3ccccc3)ccc2O1	0.5
CN1C(=O)c2cc(NC(=O)c3cscn3)ccc2OC[C@@H]2O[C@H](CC(=O)N3CCCCC3)CC[C@H]21	0.0
O=C(C1CC1)N1C[C@@H]2N[C@H](C1)C2c1ccc(-c2ccccc2F)cc1 (stereo partly specified)	-17&-20
O=C(NCC[C@@H]1CC[C@@H](NC(=O)C2CC2)[C@@H](CO)O1)c1cc(Cl)cc(Cl)c1	0.6
O=C(Cc1ccccn1)NCC[C@@H]1CC[C@@H](NC(=O)CN2CCOCC2)[C@H](CO)O1	-0.8
C[C@H](CO)N1C[C@H](C)[C@@H](CN(C)Cc2ccc(C(F)(F)F)cc2)OCCCC[C@H](C)Oc2ccc(NS(=O)(=O)c3ccc(F)cc3)cc2C1=O	-2.0
COc1ccc(S(=O)(=O)N(C)C[C@H]2Oc3ccc(NC(=O)C4CC4)cc3CC(=O)N([C@H](C)CO)C[C@@H]2C)cc1	-1.0
Cn1cnc(S(=O)(=O)N2[C@@H]3CNC[C@H]2C3c2ccc(-c3ccncc3)cc2)c1 (stereo partly specified)	0.3&-0.4
C[C@@H]1CN([C@@H](C)CO)C(=O)Cc2cc(NS(=O)(=O)c3cn(C)cn3)ccc2O[C@H]1CN(C)S(=O)(=O)c1cn(C)cn1	0.8
C[C@@H]1CN([C@H](C)CO)C(=O)c2cc(NC(=O)Nc3ccc(F)cc3)ccc2O[C@H]1CN(C)S(=O)(=O)c1ccc(F)cc1	2.1
CC(C)(C)OC(=O)NCCOCCOCCNc1ncnc2ccc(Br)cc12	-2.4

Another view of some results above:
Structure: O=C(NCC[C@@H]1CC[C@@H](NC(=O)C2CC2)[C@@H](CO)O1)c1cc(Cl)cc(Cl)c1
  TcdB inh = 0.6

Structure: O=C(Cc1ccccn1)NCC[C@@H]1CC[C@@H](NC(=O)CN2CCOCC2)[C@H](CO)O1
  TcdB inh = -0.8
